CHRM5 antagonist = CHRM5 antagonism in calcium assay | actives 0.59% (n = 360,000) | P08912 | inhibition, % at 3 µM | AID 624040 | CHO-hM5 cells, Fluo-8 calcium fluorescence, ACh EC80;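 active means inhibition above a per-plate cutoff, the mean of that plate's test compounds plus 3 SD, cut at about 27% in these data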;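 further: 0% = acetylcholine EC80 with DMSO and 100% = DMSO without agonist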
Target sequence (P08912 whole entry, looked up): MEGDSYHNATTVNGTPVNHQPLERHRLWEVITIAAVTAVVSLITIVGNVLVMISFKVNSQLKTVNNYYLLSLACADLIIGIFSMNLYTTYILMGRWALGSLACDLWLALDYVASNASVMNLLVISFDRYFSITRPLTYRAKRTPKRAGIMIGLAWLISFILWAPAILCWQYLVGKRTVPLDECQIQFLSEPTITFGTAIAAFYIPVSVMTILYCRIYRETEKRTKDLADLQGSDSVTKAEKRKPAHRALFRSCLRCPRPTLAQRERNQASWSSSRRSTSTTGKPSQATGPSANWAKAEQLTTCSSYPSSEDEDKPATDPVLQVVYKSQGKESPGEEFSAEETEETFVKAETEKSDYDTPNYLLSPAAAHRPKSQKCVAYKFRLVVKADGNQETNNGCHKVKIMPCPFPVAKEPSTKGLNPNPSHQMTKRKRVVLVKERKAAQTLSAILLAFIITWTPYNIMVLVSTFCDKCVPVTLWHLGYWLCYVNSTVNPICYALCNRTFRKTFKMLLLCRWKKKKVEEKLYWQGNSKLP
TAAR1 ag = agonists of human TAAR1; actives 0.99% (n = 360,000); Q96RJ0; CHO RD-HGA16 TAAR1, Fluo-8 calcium fluorescence; vehicle wells 0%, saturating PEA agonist 100%; activation, % at 3 µM;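 active means activation above the mean activation of all test compounds in the run plus 3 SD, cut at about 38% in these data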
Target sequence (Q96RJ0 whole entry, looked up): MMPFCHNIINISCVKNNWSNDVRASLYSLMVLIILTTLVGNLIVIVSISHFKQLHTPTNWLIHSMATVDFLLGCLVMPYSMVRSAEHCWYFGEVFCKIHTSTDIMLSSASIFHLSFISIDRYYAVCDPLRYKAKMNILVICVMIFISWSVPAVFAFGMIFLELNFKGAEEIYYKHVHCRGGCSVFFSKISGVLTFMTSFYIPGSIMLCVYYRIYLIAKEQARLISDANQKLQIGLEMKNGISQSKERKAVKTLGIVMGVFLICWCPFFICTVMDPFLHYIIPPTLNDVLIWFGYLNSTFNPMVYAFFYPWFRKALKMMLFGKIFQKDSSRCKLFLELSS
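Test system: RD-HGA16 (CHO) cells co-expressing Gα16 and hTAAR1; dosing: one-point dosing at 3 µM (nominal); timing: 17-24 h seeding, 75 min 37 °C dye, 30 min RT; signal: kinetic Fluo-8 calcium fluorescence; read-out basis: % activation relative to PEA EC100 response; controls: DMSO and PEA EC100; replicates: n 1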
CHRM1 PAM = positive allosteric modulators of human M1 muscarinic receptor; CHO-K1 hM1, Fluo-8 calcium fluorescence, ACh EC20; 0% = ACh EC20, 100% = maximal ACh; activation, % at 3 µM; actives 0.088% (n = 360,000); P11229; in the data active means activation above about 19%, passing the limit was not always enough
CHRM5 PAM = positive allosteric modulators of human muscarinic M5 receptor; P08912; CHO-K1 hM5, Fluo-8 calcium, ACh EC20 PAM; 0% = ACh EC20, 100% = ACh EC100; activation, % at 3 µM; actives 0.3% (n = 360,000); AID 624038;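 active means activation above the run cutoff, the mean activation of all test compounds plus 3 SD, cut at about 18% in these data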
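System – CHO-K1 hM5 cells · Compound – 3 µM, single dose · Incubation – compound preincubation 140 s before EC20 acetylcholine addition · Technique – Fluo-8 calcium fluorescence · Measure – Max/basal fluorescence ratio as % of EC20–EC100 ACh window · Benchmarks – low control EC20 acetylcholine (0%), high control EC100 acetylcholine (100%) · Replication – singlicate, one well per test compound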
CHRM4 agonist = CHRM4 agonism in calcium assay. P08173. CHO-K1 hM4/Gqi5, Fluo-8 calcium fluorescence; vehicle 0%, full acetylcholine response 100%. activation, % at 3 µM. actives 0.14% (n = 360,000). AID 624127;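 active means activation above the run mean over all test wells plus 3 SD, cut at about 32% in these data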;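 further: peak over basal fluorescence ratio per well then scaled between controls; 0% = DMSO wells and 100% = acetylcholine at EC100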
CHRM1 antagonist = blocks human M1 muscarinic receptor. CHO-K1 hM1, Fluo-8 calcium fluorescence, ACh EC80 antagonist. inhibition, % at 3 µM. actives 1.3% (n = 360,000);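 active means percent inhibition above its own plate's cutoff, namely the mean of that plate's compound wells plus 3 SD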;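 further: peak over basal fluorescence ratio during 140 s after agonist addition; 0% = ACh EC80 plus DMSO and 100% = DMSO alone without agonist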
M4 antag = blocks acetylcholine activation of human M4 receptor. P08173. actives 0.73% (n = 360,000). inhibition, % at 3 µM. CHO-hM4 cells, ACh EC80, Fluo-8 calcium fluorescence;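 active means inhibition above its plate's cutoff, the mean inhibition of sample wells plus 3 SD, cut at about 27% in these data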;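 further: 0% = acetylcholine EC80 with DMSO and 100% = DMSO without agonist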
M1 ag = agonists of human M1 muscarinic receptor; P11229; CHO-K1 hM1, Fluo-8 calcium fluorescence, agonist mode; 0% DMSO, 100% acetylcholine EC100; activation, % at 3 µM; actives 0.33% (n = 360,000);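 active means activation above the run's mean compound activation plus 3 SD, cut at about 16% in these data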;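 further: peak over basal fluorescence ratio within a 140 s kinetic read after compound addition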
M5 ag = agonists of human muscarinic M5 receptor (CHRM5). CHO-K1 hM5 cells, Fluo-8 calcium fluorescence; 0% DMSO wells, 100% maximal acetylcholine response. actives 0.19% (n = 360,000). P08912. activation, % at 3 µM;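 active means activation above the run's mean over test compounds plus 3 SD, cut at about 23% in these data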;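 further: signal is peak over basal fluorescence ratio across the kinetic read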
Starred values were filed as active, the others as inactive. The list is partial; rates above refer to the full screens.

Order of values: CHRM5 antagonist	TAAR1 ag	CHRM1 PAM	CHRM5 PAM	CHRM4 agonist	CHRM1 antagonist	M4 antag	M1 ag	M5 ag
> Cc1ccc(N(C(=O)c2csnn2)C(C(=O)NC2CCCC2)c2ccccn2)c(C)c1 (stereo unspecified)
→ 14.0	5.2	0.6	-3.5	2.5	-1.4	-13.5	-0.1	-2.3
> CC(=O)N1c2ccc(S(=O)(=O)N3CCC(C(=O)NC4CCCC(C)C4C)CC3)cc2CC1C (stereo unspecified)
→ -0.5	0.3	8.4	6.0	3.1	-10.6	-13.4	-7.4	-0.6
> Cc1cc2oc(=O)cc(CSc3nc(N)cc(N)n3)c2cc1C(C)C
→ 0.2	19.5	10.4	2.8	1.8	-12.5	-1.3	8.8	2.2
> COc1ccccc1-c1noc(CSc2nc(N)cc(=O)[nH]2)n1
→ -1.5	5.2	7.2	-6.5	0.0	4.8	4.8	-7.7	-3.3
> CC(=O)C(C)Sc1nnc(-c2ccccc2F)n1C1CC1 (stereo unspecified)
→ 4.7	7.8	7.0	0.1	0.0	-4.5	9.3	-5.3	1.0
> Cc1cccc(N2CCN(C(=O)c3ccccc3NC(=O)C3=CSCCO3)CC2C)c1 (stereo unspecified)
→ 4.2	0.6	-0.6	-4.1	5.0	-0.7	-3.6	-1.9	-0.7
> CCN(CC)CCCC(C)NC1=NCCCCC1 (stereo unspecified)
→ -14.4	3.8	4.3	11.2	0.1	-24.4	-12.7	-5.8	-1.8
> CCOc1ccc(NC(=O)C2CC(=O)N(C)C(=Nc3ccc4c(c3)OCO4)S2)cc1 (stereo unspecified)
→ -1.6	4.1	4.0	0.0	0.2	-15.0	3.5	-2.7	0.6
> CC(C)C(Sc1nc(-c2ccccc2)cc(-c2ccccc2)c1C#N)C(=O)O (stereo unspecified)
→ -5.1	-0.3	12.3	2.0	0.2	-1.8	4.1	-10.6	-3.9
> CC(=O)N1CCN=C1SCc1ccc(Cl)cc1
→ 11.6	0.5	15.9	-5.3	0.3	-19.9	1.8	0.1	-0.2
> O=C(NC(Cc1ccccc1)C(=O)O)/C(=C\c1ccco1)NC(=O)c1ccccc1Br (stereo unspecified)
→ -4.4	3.0	-2.0	4.7	1.1	8.9	-1.7	-2.2	3.0
> CCOC(=O)c1cnc(SCC(=O)Nc2ccc3c(c2)OCCO3)nc1N
→ 1.1	2.9	4.5	-2.9	2.5	-3.0	-3.0	-0.5	1.4
> CCOC(=O)c1c(C)[nH]c(C)c1S(=O)(=O)NCCc1ccco1
→ 4.0	1.7	11.4	3.6	0.6	-13.2	2.8	-3.2	-4.5
> Cc1cc(C)cc(NC(=O)Cn2nnc(C(=O)NCc3cccs3)c2N)c1
→ 6.7	0.5	5.3	-6.3	1.3	-7.2	-12.9	-0.4	-1.7
> COc1ccc(NC(=O)C2(C)CCN2CC2CCCCC2)cc1OC (stereo unspecified)
→ 3.5	-2.3	1.3	-4.2	0.6	-14.1	-1.2	-6.2	-1.3
> Cc1ccc(NC(=O)c2ccc(Nc3ccccc3F)nc2)cc1
→ 3.8	5.9	-3.2	-5.5	5.5	3.7	-4.8	-6.9	-0.8
> COc1cc(Br)cc(C2C3=C(CCCC3=O)N(c3ccc(F)cc3)C3=C2C(=O)CCC3)c1O
→ -0.5	8.2	17.1	4.7	-0.1	-11.6	-6.1	-4.3	-3.2
> Cc1ccc(NC(=O)CSc2nnc(-c3cc(C)[nH]n3)n2N)c(C)c1
→ -6.0	2.0	17.9	10.3	-0.6	-16.8	-20.2	-2.0	-3.4
> Cc1cccc(N2CCN(C(=O)C(Cc3ccccc3)n3cccc3)CC2)c1C (stereo unspecified)
→ -5.6	-1.7	-0.1	-7.0	1.3	-3.7	-3.0	-5.2	-2.5
> C=CCn1c(=O)c2ccc(C(=O)NCc3ccccc3)cc2n(Cc2ccc(C)cc2)c1=O
→ 3.8	0.8	5.7	-2.5	0.9	-3.8	-4.3	-2.3	-1.5
> COc1cccc(/C=C2/CN(C)CC3=C2OC(N)=C(C#N)C3c2cccc(OC)c2)c1 (stereo unspecified)
→ -6.8	4.6	4.6	4.2	1.2	-30.2	-9.2	-4.5	-5.5
> COCc1cc(C)nc(NC2CCCCC2)c1C#N
→ -1.7	4.5	-1.0	8.8	-0.6	0.1	2.8	-5.2	-7.9
> O=C1CN=C(Nc2ccccc2Cl)N1c1ccccc1
→ -2.1	11.2	6.5	-1.1	0.2	-4.6	-2.1	-3.4	-2.6
> CCOc1ccc(N(C(C)C(=O)N2CCOCC2)S(C)(=O)=O)cc1 (stereo unspecified)
→ 4.8	2.3	2.4	1.9	0.3	-7.8	3.5	-0.4	1.7
> CC(CCc1ccccc1)NC(=O)COC(=O)C12CC3CC(CC(Br)(C3)C1)C2 (stereo unspecified)
→ -0.2	3.7	-5.1	-8.7	1.4	15.7	-12.8	-3.4	-4.0
> CC(/C=N/NC(=O)Cc1cccs1)=C\c1ccccc1
→ 7.7	5.6	-1.8	-7.7	0.7	-2.2	1.0	-4.8	-0.7
> Cc1cc(C)n(CCC(=O)N/N=C/c2cccc([N+](=O)[O-])c2)n1
→ 4.7	4.8	6.4	-3.9	0.8	-12.3	-5.4	-1.2	-1.9
> CC1(C)C2CCC1(CS(=O)(=O)N1CCN(c3ccccc3F)CC1)C(=O)C2 (stereo unspecified)
→ -7.6	14.9	5.0	-0.1	4.4	-14.0	-14.1	-0.7	2.6
> CCCCNC(=O)C1CC(=O)N(CCc2ccc(C)cc2)C1 (stereo unspecified)
→ 1.5	-0.6	3.6	0.0	-0.3	3.0	-0.4	-5.8	-1.6
> Cc1cc(OCc2cc(C(=O)N(C)Cc3nonc3C)no2)cc(C)c1Cl
→ 13.9	0.4	-12.6	-9.2	4.5	28.4	12.5	-2.2	-7.3
> CC1=C(c2ccccc2)SC2=NCCN21
→ 14.9	1.0	-12.9	-13.6	1.2	13.7	5.7	-9.1	-7.0
> NC(=S)N/N=C/c1coc2ccc(Br)cc2c1=O
→ 7.0	1.7	-1.6	1.2	0.5	9.4	14.6	-3.1	-0.4
> COc1cc(C(=O)NCCNC(=O)c2cc(OC)c(C)c(OC)c2)cc(OC)c1C
→ 1.8	2.6	10.8	5.8	0.1	-7.5	4.1	-3.4	-2.8
> COc1ccc(Cl)cc1-c1nc(SCC(=O)NC2CCS(=O)(=O)C2)n[nH]1 (stereo unspecified)
→ 2.4	1.4	-2.6	12.3	1.0	4.4	3.7	-2.7	0.2
> Cc1[nH]c2ccccc2c1C(=O)CSc1ccc(F)cc1
→ -1.8	1.9	-4.9	-4.1	1.8	8.9	-8.2	-2.9	-1.8
> CCCCN1C2=NCCCN2c2cc(C)c(C)cc21
→ -0.3	5.7	0.4	6.0	0.4	-7.4	3.9	-8.8	-7.6
> COc1ccc(NC(=O)C(=O)N/N=C/c2cccnc2)c(OC)c1
→ 2.6	9.3	4.5	3.7	5.1	-9.8	2.1	1.2	3.9
> COc1ccc(NC(=O)C[C@H]2C(=O)N(c3ccc(Br)cc3)C[C@@H]2C)cc1
→ -7.4	8.9	-4.0	1.1	5.8	-11.4	-2.8	-0.9	1.9
> CCC(C)(CC(=O)N(C)CCC#N)c1ccccc1 (stereo unspecified)
→ -3.2	0.1	12.9	1.9	-0.2	-9.8	-2.7	-1.2	0.5
> O=C(COC(=O)CCNS(=O)(=O)c1cccs1)Nc1cc(C(F)(F)F)ccc1Cl
→ 4.9	3.3	9.6	-2.9	4.7	-7.9	-13.7	1.2	2.8
> Cc1cc(C)n2nc(C(=O)N3CCCC(N4CCN(c5ccccc5C)CC4)C3)cc2n1 (stereo unspecified)
→ 7.5	-0.8	-5.7	-4.4	5.4	15.5	-1.6	-5.9	-2.7
> CCN1C(=O)[C@H]2[C@@H](c3ccc(-c4ccc(F)cc4)c(OC)c3)N[C@@](Cc3ccccc3)(C(=O)OC)[C@H]2C1=O
→ -1.3	15.7	4.8	1.2	0.2	-3.4	-4.2	-1.6	4.3
> Cc1[nH]c2ccc(F)cc2c1CCN(Cc1ccncc1)C(=S)Nc1ccc(F)cc1
→ 0.3	5.6	10.2	2.1	4.7	-8.1	-1.4	-2.4	0.4
> O=S(=O)(CC(O)COc1ccc(Br)cc1)c1ccccc1 (stereo unspecified)
→ 10.7	0.3	0.2	-1.9	3.5	0.6	-9.1	-0.8	4.3
> Cc1ccc(S(=O)(=O)NC(CC(C)C)C(=O)Oc2ccc3c4c(c(=O)oc3c2)CCC4)cc1 (stereo unspecified)
→ 24.5	9.9	-19.1	-14.8	12.2	42.9*	25.1	-4.5	-1.1
> CC1(C)OC(=O)C(=NNc2ccc(Cl)cc2)C(=O)O1
→ 6.6	6.1	4.8	-6.0	4.4	-5.8	10.8	-0.2	5.3
> CCn1nc(C)c(CN2CCC(C(=O)Nc3cccc(-c4cccc(Cl)c4)c3)CC2)c1C
→ -8.0	17.4	0.7	-0.1	3.4	0.0	-5.3	-5.5	-6.8
> O=C(NC12CC3CC(CC(C3)C1)C2)c1ccc([N+](=O)[O-])cc1
→ 11.2	2.6	8.1	1.0	-1.3	-14.7	-2.2	-8.0	-6.1
> COc1ccc(C(c2nnnn2Cc2ccccc2)N2CCN(C(=O)c3ccco3)CC2)cc1OC (stereo unspecified)
→ -14.0	5.3	5.6	-3.3	1.5	-8.5	-2.1	-4.4	-1.3

Reformatted: two of the compounds above.
> COc1ccccc1-c1noc(CSc2nc(N)cc(=O)[nH]2)n1
  CHRM5 antagonist: -1.5	TAAR1 ag: 5.2	CHRM1 PAM: 7.2	CHRM5 PAM: -6.5	CHRM4 agonist: 0.0	CHRM1 antagonist: 4.8	M4 antag: 4.8	M1 ag: -7.7	M5 ag: -3.3

> CC(=O)C(C)Sc1nnc(-c2ccccc2F)n1C1CC1 (stereo unspecified)
  CHRM5 antagonist: 4.7	TAAR1 ag: 7.8	CHRM1 PAM: 7.0	CHRM5 PAM: 0.1	CHRM4 agonist: 0.0	CHRM1 antagonist: -4.5	M4 antag: 9.3	M1 ag: -5.3	M5 ag: 1.0

Compound activity from PubChem.
